Screening data: PubChem BioAssay, National Center for Advancing Translational Sciences (NCATS)
G9a inh: G9a (human) methyltransferase inhibition; Q96KQ7; G9a H3K9 monomethylation, AlphaScreen, 2 h; Potency, µM (series often up to 102 µM), inactives show at the highest dose activity, negative = inhibition, usual class: inhibitors; 350,000 tested, 8.8% active; AID 504332; note: potency is the fitted concentration of half-maximal effect; % is set by controls: 0 for no effect and ±100 for the full control effect; nearly all actives have a fitted effect of over 75% in size
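Readings reflect AlphaScreen signal from monomethyl-H3K9 antibody detection. HMT at 20 nM; substrate b-H3K9 500 nM; cofactor SAM 20 uM; 2 h RT reaction; compounds tested as titrations in qHTS with 15 min preincubation.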
PI4K2A inh: blocks human PI4K2A kinase activity; Q9BTU6; purified PI4K2A, ADP-Glo luminescence, 1 h; active compounds read low; activity change, negative = inhibition, % at 76.9 µM; 420,000 tested, 0.13% active; AID 1346378; in the data active = activity change below about -50%; inconclusive = mostly about -30% to -49%;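 note: -100% = wells without enzyme as full effect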
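ADP-Glo luminescence measured ADP generated by PI4K2A enzyme (4 ug/mL before mixing) with 1.2 mM PI substrate (pre-mix) and 300 microM ATP (pre-mix). Tris pH7.5 buffer with MgCl2, Triton X-100; 1 h reaction at ambient temperature.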
JMJD2A Tudor: inhibitors of human JMJD2A Tudor domain; O75164; AlphaScreen JMJD2A-Tudor / H3K4me3 peptide binding; Potency, µM (doses to about 114 µM), for the others: top-dose activity change, negative = inhibition, hits mostly inhibitors; 390,000 tested, 4.4% active; AID 504339; note: potency is the fitted concentration of half-maximal effect; % is set by controls: 0 for no effect and ±100 for the full control effect; nearly all actives have a fitted effect of over 50% in size
BAZ2B block: blocks human BAZ2B; Q9UIF8; AlphaScreen BAZ2B-H3K14Ac peptide displacement; Potency, µM (top dose mostly 114 µM), for inactives: top-dose activity change, negative = inhibition, actives largely listed as inhibitors; 360,000 tested, 4.4% active; AID 504333; note: potency is the fitted concentration of half-maximal effect; % is set by controls: 0 for no effect and ±100 for the full control effect; nearly all actives have a fitted effect of over 60% in size
Target sequence (Q9UIF8 whole entry, looked up): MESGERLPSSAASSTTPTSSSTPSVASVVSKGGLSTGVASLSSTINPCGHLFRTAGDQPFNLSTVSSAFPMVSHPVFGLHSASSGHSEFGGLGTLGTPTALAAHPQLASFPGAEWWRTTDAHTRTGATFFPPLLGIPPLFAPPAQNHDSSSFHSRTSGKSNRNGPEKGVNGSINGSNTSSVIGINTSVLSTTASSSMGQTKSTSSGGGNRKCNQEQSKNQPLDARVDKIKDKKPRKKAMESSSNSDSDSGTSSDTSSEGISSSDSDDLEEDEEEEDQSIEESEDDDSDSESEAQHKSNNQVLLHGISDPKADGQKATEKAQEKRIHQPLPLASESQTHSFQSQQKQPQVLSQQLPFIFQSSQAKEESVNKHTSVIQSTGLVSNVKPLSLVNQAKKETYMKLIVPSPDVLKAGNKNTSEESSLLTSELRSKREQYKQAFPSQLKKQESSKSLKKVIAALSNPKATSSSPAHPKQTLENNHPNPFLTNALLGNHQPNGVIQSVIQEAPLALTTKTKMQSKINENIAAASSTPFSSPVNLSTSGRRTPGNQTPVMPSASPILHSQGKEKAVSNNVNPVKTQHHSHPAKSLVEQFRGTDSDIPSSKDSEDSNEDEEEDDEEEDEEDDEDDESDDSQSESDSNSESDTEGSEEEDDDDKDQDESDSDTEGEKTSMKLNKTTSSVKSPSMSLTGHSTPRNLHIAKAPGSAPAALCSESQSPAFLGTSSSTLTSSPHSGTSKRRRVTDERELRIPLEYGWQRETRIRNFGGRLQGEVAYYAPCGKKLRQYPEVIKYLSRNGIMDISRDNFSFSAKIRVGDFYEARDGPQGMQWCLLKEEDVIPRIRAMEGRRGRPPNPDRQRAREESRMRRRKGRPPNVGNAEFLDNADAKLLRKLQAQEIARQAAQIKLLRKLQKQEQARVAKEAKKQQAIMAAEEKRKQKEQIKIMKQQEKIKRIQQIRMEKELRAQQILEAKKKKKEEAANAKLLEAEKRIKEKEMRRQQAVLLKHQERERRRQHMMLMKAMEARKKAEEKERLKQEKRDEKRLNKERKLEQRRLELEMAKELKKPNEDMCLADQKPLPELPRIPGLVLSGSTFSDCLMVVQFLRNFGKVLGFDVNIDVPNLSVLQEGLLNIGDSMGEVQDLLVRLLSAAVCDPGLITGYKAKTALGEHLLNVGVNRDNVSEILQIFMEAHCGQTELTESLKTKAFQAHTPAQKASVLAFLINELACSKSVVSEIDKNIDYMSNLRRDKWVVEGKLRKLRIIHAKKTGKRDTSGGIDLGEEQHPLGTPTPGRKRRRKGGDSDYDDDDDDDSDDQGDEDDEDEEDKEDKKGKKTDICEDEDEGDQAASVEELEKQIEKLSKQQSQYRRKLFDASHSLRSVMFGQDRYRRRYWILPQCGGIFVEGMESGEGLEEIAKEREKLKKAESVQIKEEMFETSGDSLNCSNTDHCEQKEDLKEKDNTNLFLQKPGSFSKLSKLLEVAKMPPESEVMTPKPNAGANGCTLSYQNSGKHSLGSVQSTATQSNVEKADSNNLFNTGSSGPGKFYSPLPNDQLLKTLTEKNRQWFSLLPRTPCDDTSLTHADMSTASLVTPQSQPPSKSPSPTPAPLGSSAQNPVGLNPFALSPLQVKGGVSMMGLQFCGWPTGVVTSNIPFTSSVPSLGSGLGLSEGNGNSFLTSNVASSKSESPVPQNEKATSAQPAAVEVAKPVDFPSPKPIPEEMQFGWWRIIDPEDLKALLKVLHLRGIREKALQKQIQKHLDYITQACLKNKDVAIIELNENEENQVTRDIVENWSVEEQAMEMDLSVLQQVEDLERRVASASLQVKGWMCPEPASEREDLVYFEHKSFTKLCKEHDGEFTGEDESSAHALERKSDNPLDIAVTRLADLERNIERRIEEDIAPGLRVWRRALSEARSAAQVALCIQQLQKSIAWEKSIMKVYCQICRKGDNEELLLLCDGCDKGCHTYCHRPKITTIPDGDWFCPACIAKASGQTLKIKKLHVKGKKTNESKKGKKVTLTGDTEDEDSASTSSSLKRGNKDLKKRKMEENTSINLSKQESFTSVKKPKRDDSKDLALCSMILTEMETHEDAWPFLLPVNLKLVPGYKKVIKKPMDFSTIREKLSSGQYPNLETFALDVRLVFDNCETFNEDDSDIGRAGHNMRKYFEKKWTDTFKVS
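BAZ2B (50 nM) with biotin-H3(5-23)K14Ac peptide (50 nM) in PBS pH 7.4, 0.01% Tween-20, preformed 30 min, then compound 30 min at room temperature; top concentration 110uM. AlphaScreen streptavidin donor/nickel chelate acceptor beads (10 ug/mL final), 20 min dark, signal read.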
GLS inhibitor: glutaminase GLS (human) inhibition; GLS enzymatic activity, qHTS titration; Potency, µM (top dose mostly 45.5 µM), for the others: top-dose activity change, negative = inhibition, actives largely listed as inhibitors; 410,000 tested, 0.21% active; O94925; note: potency is the fitted concentration of half-maximal effect; % is set by controls: 0 for no effect and ±100 for the full control effect
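Enzyme dispensed in phosphate buffer (45 mM, pH 8.2, 0.02% Tween-20), compounds pinned in, then 1 mM L-glutamine solution and the glutamate oxidase–HRP–Amplex Red mix added; fluorescence read immediately and again after 30 min at room temperature.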
PGK inhibitor: blocks T. brucei phosphoglycerate kinase | Potency, µM (doses to about 57.5 µM), inactives show at the top dose activity change, negative = inhibition, hits mostly inhibitors | AID 602233 | 380,000 tested, 0.043% active | P07378 | PGK/GAPDH coupled, Kinase-Glo luminescence, 60 min; note: potency is the fitted concentration of half-maximal effect; % is set by controls: 0 for no effect and ±100 for the full control effect; nearly all actives have a fitted effect of over 60% in size
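Luminescent ATP detection (Kinase-Glo Plus) follows a 60-minute room-temperature incubation, with wells lacking PGK as controls. Buffer: 100 mM TEA (pH 7.6), 5 mM MgCl2, 0.01% Tween-20. Coupling enzyme GAPDH (100 nM final) supplies unstable 1,3-BPG in-well.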
ERG Ets-DNA blk: inhibitors of human ERG Ets domain-DNA interaction; fluorescence polarization, His-ERG Ets domain / labelled DNA; P11308; Potency, µM (doses to about 76.9 µM), for the others: at the top dose FP activity, negative = inhibition, usual class: inhibitors; 370,000 tested, 0.028% active; active = well fitted inhibition curve with a large enough effect in the polarisation, with a control signal flat; inconclusive = small, poorly fitted or top-dose-only effect, or effect the other way, or a change in a side signal; inactive = no such curve, though single readings can be large or run the other way; the % refers to the polarisation;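 note: polarization taken with two DNA probes labelled with fluorescein and Texas red; potency is the fitted concentration of half-maximal effect; % of control where 0% means no effect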
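His-tagged ERG Ets domain (1 uM in the protein solution; 300mM KCl, 50mM Tris-HCl, 1mM EDTA, 1mM DTT, pH 7.5) received compound, then a probe mix of 5 nM fluorescein-DNA and 100nM Texas-615-DNA. Fluorescence polarization was read for both dyes.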
Pin1 inh: blocks the human prolyl isomerase Pin1 | 390,000 tested, 0.009% active | Potency, µM (titrated, usually from 115 µM), for inactives: at the top dose activity, negative = inhibition, usual class: inhibitors | Pin1 FP peptide displacement, HiFluor488, 10 min; active = well fitted inhibition curve with a large enough effect in the polarisation, with a control signal flat, not every such curve was filed as active; inconclusive = small, poorly fitted or top-dose-only effect, or effect the other way, or a change in a side signal; inactive = no such curve, though single readings can be large or run the other way; the % refers to the polarisation; note: potency is the fitted concentration of half-maximal effect; % is set by controls: 0 for no effect and ±100 for the full control effect
HP1b binding inh: HP1-beta chromodomain-methylated histone interaction inhibition. 390,000 tested, 0.56% active. AID 540317. P83916. Potency, µM (series often up to 114 µM), for inactives: at the highest dose activity change, negative = inhibition, most hits filed as inhibitors. AlphaScreen HP1-beta / biotin-H3K9me3 peptide binding; note: potency is the fitted concentration of half-maximal effect; nearly all actives have a fitted effect of over 70% in size; inactives centre near 23
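Compound inhibition of the preformed complex between 50 nM HP1-beta and 50 nM biotinylated H3K9me3 peptide was read by AlphaScreen. Buffer was PBS pH 7.4 with 0.01% Tween-20. Incubations ran 30 min at room temperature, with 10 ug/mL donor/acceptor beads.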
* = called active by the depositor; i = inactive; ? = inconclusive; . = not tested or not shown; & = joins results of further samples; [ ] = remark or other dose. Unless noted, calls come from the whole dose curve; as a rule, active = well fitted curve in the direction sought with a large enough effect; inconclusive = small, poorly fitted or top-dose-only effect, or another doubt; inactive = no such curve, though single readings can be large; an effect the other way counts as inactive or inconclusive.

no.	HP1b binding inh	molecule	ERG Ets-DNA blk	PGK inhibitor	Pin1 inh	JMJD2A Tudor	G9a inh	GLS inhibitor	PI4K2A inh	BAZ2B block
1	35.6%	C=CCOc1ccc(C(=O)/C=C2/C(=O)Nc3ccccc32)cc1	-7.6%	1.5%	-1.9%	-17.1%	?	-0.3%	19.1	-38.7%
2	24.3%	CCc1noc(C)c1C(=O)Nc1ccc(S(=O)(=O)N2CCC(C)CC2)cc1	2.9%	-3.3%	1.2%	4.8%	1.8%	0.1%	-0.7	-6.1%
3	9.0%	NC(=O)c1nsc(C(=O)N(c2ccccc2)C(C(=O)NC2CCCC2)c2cccs2)c1N (stereo unspecified)	-16.3%	-5.0%	-5.1%	-2.8%	4.4%[59 µM]	-0.9%	3.6	7.5%
4	99.1%[activator]	CCCCOc1ccc(Cn2c(=O)oc3ccc(C)cc32)cc1OC	-1.4%	-4.6%	-6.2%	61.2%[activator]	72.1%[activator][59 µM]	-2.1%	-3.1	71.6%[activator]
5	-6.6%	CCc1ccc2c(c1)c(N=NC1=NC(=O)CS1)c(O)n2CC	15.3%	-2.9%	-2.8%	?	-17.1%[0.501 µM]	16.9%	12.8	50.1µM*
6	18.7%	COc1ccc(/C(C)=N/NC(=O)Cc2c(C)nc(C)[nH]c2=O)cc1	-6.4%	-9.7%	0.1%	-12.9%	-8.3%[59 µM]	11.5%	-4.1	-0.7%
7	36.3%	COc1ccc(-c2nc(CN3CCC(C(=O)NC4CCCc5ccccc54)CC3)c(C)o2)cc1OC (stereo unspecified)	-10.8%	-5.2%	-1.0%	-5.6%	.	-3.6%	0.8	.
8	?	C=CCn1c(SCC(=O)NCCC2=CCCCC2)nc2ccc(Cl)cc2c1=O	-0.7%	-12.6%	-5.7%	28.2µM*	3.1%[59 µM]	12.8%	-1.1	-2.3%
9	20.2%	CCOC(=O)C1=C(C)NC(=O)NC1c1ccc(-c2ccc(F)cc2)o1 (stereo unspecified)	9.1%	-4.4%	12.6%	-12.3%	?	55.2%[activator]	-4.5	-0.5%
10	26.1%	O=C(COC(=O)/C=C/c1cccc(F)c1)Nc1ccccc1-c1ccccc1	0.3%	5.0%	-1.8%	-1.4%	-2.1%	8.1%	-3.0	-1.7%
11	-1.5%	CCOc1ccc(-n2c(SCC(=O)Nc3cc(C)on3)nnc2-c2c[nH]c3ccccc23)cc1	-10.0%	-2.8%	11.3%	-20.4%	11.8%	-8.6%	2.0	8.5%
12	36.7%	C=CC[C@@H](CC(=O)N[C@H](CO)Cc1ccccc1)C(=O)N[C@@H](COC(=O)[C@@H](CC=C)CC(=O)OC(C)(C)C)Cc1c[nH]c2ccccc12	8.8%	i	2.3%	-21.8%	.	3.3%	-2.1	.
13	-9.0%	COC(=O)c1c(NC(=O)CSc2nnc(-c3ccco3)n2Cc2ccccc2)sc(C)c1C	-3.9%	-8.3%	48.3%[activator]	-23.4%	?	-6.7%	2.7	?
14	34.4%[activator]	Cc1c(C(=O)Nc2cc(F)cc(F)c2)cnn1-c1ccccc1	1.3%	2.2%	-1.7%	-15.3%	.	-1.2%	0.4	2.2%
15	0.0%	O=C(c1cc(N2C(=O)C3C4CCC(C4)C3C2=O)ccc1Cl)N1CCN(c2ccc(F)cc2)CC1 (stereo unspecified)	.	0.2%	-8.9%	-26.9%	?	12.7%	-0.3	-11.8%
16	26.0%&26.0%	CCN(C(=O)CCS(=O)(=O)c1cccc2nsnc12)c1cccc(C)c1	-3.3%&9.5%	-0.1%&-9.6%	2.2%&-1.9%	-11.0%&1.0%	-6.0%[59 µM]	2.4%&-13.8%	6.1&-6.0	-1.8%&1.2%
17	46.6%[activator]	CC1Sc2ccc(S(=O)(=O)N3CCC(C(=O)NCc4ccccc4)CC3)cc2NC1=O (stereo unspecified)	1.5%	-6.3%	-2.3%	-25.2%	21.6%[0.0925 µM]	-0.1%	5.2	-16.4%
18	-1.8%	Cc1ccc2[nH]c3c(c2c1)CN(C(=O)CN1CCN(c2ccccn2)CC1)CC3	1.2%	-4.8%	?	-34.6%	20µM*	17.2%	-0.2	50.1µM*
19	6.1%	CCOC(=O)c1c(NC(=O)C2C3C=CC(C3)C2C(=O)O)sc2c1CCC(C)C2 (stereo unspecified)	8.1%	-15.4%	-2.7%	-32.3%	23.4%[59 µM]	5.4%	-5.3	-34.6%
20	15.3%	COCCn1c(NCc2ccc(C)cc2)nc2c1c(=O)[nH]c(=O)n2C	-5.3%	-0.4%	-5.1%	-4.6%	21.4%[59 µM]	16.8%	-1.4	3.3%
21	-5.5%	NC(Cc1ccc(O)c([N+](=O)[O-])c1)C(=O)O (stereo unspecified)	1.6%	3.0%	-0.3%	?	?	3.5%	6.1	50.1µM*
22	-8.8%	CC1CCCN(S(=O)(=O)c2cc3c(cc2Cl)NC(=O)CO3)C1 (stereo unspecified)	3.9%	i	-3.2%	?	-9.2%[59 µM]	-10.4%	-3.2	-30.3%
23	31.5%	O=C(Cc1ccccc1)Nn1c(-c2ccccc2)nc2ccccc2c1=O	-7.2%	1.5%	0.6%	-4.0%	22.6%[59 µM]	3.3%	0.6	10.8%
24	43.1%[activator]	Cc1ccc(CNC(=O)CS(=O)(=O)Cc2nc(-c3ccccc3F)oc2C)cc1	10.6%	-6.7%	11.7%	-9.2%	.	-1.3%	-12.6	10.9%
25	8.4%	O=C(c1cccc(Cl)c1)N1c2ncnn2C2(CCCCC2)[C@@H]2CCCC[C@@H]21	5.2%	-4.2%	-3.6%	-6.6%	-7.2%[59 µM]	-1.4%	-7.6	-1.3%
26	18.8%	CCOC(=O)c1nn(-c2ccccc2)c2nnc(Cc3ccc(C)cc3)c(=O)n12	-8.7%	-7.1%	-4.1%	-14.2%	3.8%[59 µM]	0.2%	-22.7	-5.0%
27	43.0%[activator]	COc1ccc(NC(=O)c2ccccc2NC(=O)c2ccccc2)cc1	5.1%	-4.1%	3.5%	-0.7%	-5.0%	-2.3%	-0.8	-14.1%
28	0.1%	CCOC(=O)Cc1csc(NC(=O)CSc2nnnn2-c2ccc(C)cc2C)n1	-1.2%	i	-1.9%	7.6%[11.4 µM]	-8.8%[59 µM]	-20.1%	9.1	0.0%
29	24.7%	CCCOC(=O)Nc1nnc(CCC)s1	-3.5%	-5.1%	-1.4%	-0.6%	4.0%[12.7 µM]	-5.9%	5.9	12.1%
30	37.2%	Nc1nc(Nc2cccc(Cl)c2)n[nH]1	9.3%	-2.7%	-2.3%	-6.1%	-45.2%	34.8%[activator]	3.1	-12.3%
31	33.3%	CC1CCC2(CC1)NC(=O)N(CC(=O)N1CCN(S(=O)(=O)c3ccccc3)CC1)C2=O (stereo unspecified)	1.9%	6.5%	3.6%	-7.8%	-3.9%	1.6%	0.3	2.3%
32	17.0%	CN(C(=O)COC(=O)/C=C/c1ccc(C(F)(F)F)cc1)C1CCS(=O)(=O)C1 (stereo unspecified)	3.6%	-3.2%	4.4%	-8.2%	-9.3%[12.7 µM]	-2.7%	-8.5	-2.7%
33	15.1%	COc1ccccc1CN1CCNC(=O)C1CC(=O)NCc1csc(C)n1 (stereo unspecified)	-3.1%	i	-8.9%	-11.2%	?	3.9%	3.0	-7.2%
34	42.7%[activator]	COc1ccc(N(CC(=O)NCCc2ccc(Cl)cc2)S(=O)(=O)c2c(C)nn(C)c2C)cc1	6.8%	9.7%	?	-6.7%	1.3%[59 µM]	1.1%	-1.8	.
35	35.1%	Clc1ccc(-n2nnnc2CN2CCCCC2)cc1Cl	-1.5%	-2.2%	-0.1%	6.7%	15.7%[59 µM]	5.8%	0.0	17.2%
36	19.2%	O=C(CCN1C(=O)c2cccc3cccc(c23)C1=O)NCc1cccnc1	9.8%	1.2%	-7.9%	5.8%	1.0%	0.1%	5.4	-7.8%
37	31.8%	Cc1ccccc1C(=O)N1CCN(c2ccc(NC(=O)c3cccnc3Cl)cc2)CC1	3.9%	-2.2%	2.3%	-15.3%	?	2.0%	0.5	-2.1%
38	?	COc1ccccc1CCNC(=O)c1ccc2c(c1)c(C)c(C)n2C	-1.6%	-4.7%	27.0%	?	-33.5%[59 µM]	4.3%	2.5	?
39	19.4%	O=C(CN1CCN(c2ccccc2O)CC1)Nc1ccc2c(c1)OCCCO2	-0.4%	9.8%	6.7%	-8.4%	?	10.0%	-21.0	7.0%
40	28.0%	O=C(CCn1nnc2ccccc21)N1CCN(c2ccccc2)CC1	-7.1%	10.5%	4.1%	-7.5%	-9.6%[59 µM]	-13.5%	1.3	.
41	54.4%[activator]	O=C(NC1CCCC1)[C@@H]1CSC2c3ccccc3C(=O)N21 (stereo partly specified)	6.9%	i	-5.4%	-1.4%	10.2%	-14.8%	-4.1	-1.2%
42	40.9%[activator]	Cc1oc(-c2cccc(Cl)c2)nc1CSc1nc2c(c(=O)[nH]1)CCC2	6.3%	-5.4%	-11.4%	-22.1%	?	10.1%	-2.7	1.8%
43	19.4%	CN(C)CC1CCCCC1OC(=O)/C=C/c1ccccc1 (stereo unspecified)	-0.1%	-1.8%	-10.0%	-3.3%	1.4%	-2.1%	-1.1	-21.6%
44	-6.8%	COc1cc(Cl)c(C)cc1NC(=O)Cn1c2ncccc2c(=O)n1-c1ccccc1	-0.9%	-2.0%	0.3%	?	9.1%[59 µM]	-8.0%	-0.4	2.0%
